Assay outcomes (PubChem BioAssay)
SKN-1 inh: blocks SKN-1 activity in C. elegans; C. elegans VP596 Pgst-4::GFP/RFP ratio, acrylamide-induced, 24 h; inhibition, % at 21.8 µM; 360,000 tested, 0.49% active;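 active = interference check ratio from 0.5 to 1.5 plus GFP to RFP signal ratio inhibition reaching or exceeding a fixed threshold, cut at about 30% in these data, passing the limit was not always enough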; also: some compounds called inactive have numbers as strong as hits
Neddylation inh: blocks human cullin neddylation; 360,000 tested, 0.58% active; calls only at 25 µM; TR-FRET cullin neddylation, biochemical; P61081+Q13564; AID 651699; in the data active = inhibition above about 36%
MsrA inhibitor: bovine MsrA inhibition; inhibition, % at 15.5 µM; purified bovine MsrA, absorbance read-out; 360,000 tested, 0.75% active; in the data active = inhibition above about 4.5%;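 also: 0% = vehicle wells with enzyme and 100% = reference inhibitor wells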
MT1-MMP act inh: blocks activation of human MT1-MMP; P50281; HT1080 RFP-PRO-GFP cells, GFP/RFP ratio fluorescence, overnight; percent of plate control window, DMSO zero; GFP/RFP ratio change, % at 20 µM; 360,000 tested, 0.061% active; AID 651647;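 active = GFP/RFP ratio change of at least 30% with cell ATP level not reduced by more than half and red fluorescence within 50% of control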; also: strong numbers were not always called active
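Material: RFP-PRO-GFP reporter HT1080 cells. Dosing: single-point 20 µM compound, 1% DMSO. Controls: DMSO and RFP-L50D-GFP cell wells. Timing: cells overnight before dosing, compound overnight, 37 °C, 5% CO2. Measure: GFP/RFP fluorescence ratio.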
E coli Lon inh: E. coli protease La inhibition; purified E. coli Lon protease, fluorescence polarization; inhibition, % at 7.94 µM; 360,000 tested, 0.42% active; in the data active = inhibition above about 13%, passing the limit was not always enough;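 also: 0% = enzyme with probe and DMSO and 100% = no enzyme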
Rin1-Abl PPI inh: blocks binding of human Rin1 to Abl; inhibition, % at 7.35 µM; AID 588664; 360,000 tested, 0.4% active; P00519+Q13671; TR-FRET Rin1/Abl binding, biochemical; in the data active = inhibition above about 5%, passing the limit was not always enough
Target sequence (P00519 whole entry, looked up): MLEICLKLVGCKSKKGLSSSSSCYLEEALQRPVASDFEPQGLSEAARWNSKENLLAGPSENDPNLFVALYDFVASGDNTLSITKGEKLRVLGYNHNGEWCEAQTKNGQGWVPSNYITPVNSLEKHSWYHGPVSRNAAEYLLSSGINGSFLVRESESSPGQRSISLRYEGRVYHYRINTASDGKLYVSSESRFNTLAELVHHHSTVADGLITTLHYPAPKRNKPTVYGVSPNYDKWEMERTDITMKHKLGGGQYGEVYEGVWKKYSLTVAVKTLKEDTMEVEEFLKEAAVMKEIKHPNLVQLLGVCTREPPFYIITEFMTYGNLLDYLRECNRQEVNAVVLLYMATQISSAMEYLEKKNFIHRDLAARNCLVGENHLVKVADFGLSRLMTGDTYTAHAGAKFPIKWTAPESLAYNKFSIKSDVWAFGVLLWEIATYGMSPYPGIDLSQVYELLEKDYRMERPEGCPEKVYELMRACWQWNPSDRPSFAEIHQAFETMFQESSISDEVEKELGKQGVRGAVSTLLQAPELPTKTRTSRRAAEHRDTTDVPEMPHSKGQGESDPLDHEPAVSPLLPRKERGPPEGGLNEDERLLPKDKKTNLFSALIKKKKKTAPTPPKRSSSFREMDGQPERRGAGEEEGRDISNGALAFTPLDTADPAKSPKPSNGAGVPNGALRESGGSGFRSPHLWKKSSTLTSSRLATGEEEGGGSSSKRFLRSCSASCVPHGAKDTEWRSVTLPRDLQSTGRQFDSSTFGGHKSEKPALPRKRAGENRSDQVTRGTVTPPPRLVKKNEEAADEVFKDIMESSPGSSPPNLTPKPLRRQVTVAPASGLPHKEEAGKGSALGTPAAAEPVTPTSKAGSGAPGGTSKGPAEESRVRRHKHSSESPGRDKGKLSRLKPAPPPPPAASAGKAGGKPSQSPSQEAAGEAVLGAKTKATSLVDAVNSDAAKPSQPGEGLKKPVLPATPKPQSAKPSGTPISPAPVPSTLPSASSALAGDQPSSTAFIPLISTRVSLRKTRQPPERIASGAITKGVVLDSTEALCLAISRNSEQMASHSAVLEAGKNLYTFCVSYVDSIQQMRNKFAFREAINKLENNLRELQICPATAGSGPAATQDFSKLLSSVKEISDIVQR
Target sequence (Q13671 whole entry, looked up): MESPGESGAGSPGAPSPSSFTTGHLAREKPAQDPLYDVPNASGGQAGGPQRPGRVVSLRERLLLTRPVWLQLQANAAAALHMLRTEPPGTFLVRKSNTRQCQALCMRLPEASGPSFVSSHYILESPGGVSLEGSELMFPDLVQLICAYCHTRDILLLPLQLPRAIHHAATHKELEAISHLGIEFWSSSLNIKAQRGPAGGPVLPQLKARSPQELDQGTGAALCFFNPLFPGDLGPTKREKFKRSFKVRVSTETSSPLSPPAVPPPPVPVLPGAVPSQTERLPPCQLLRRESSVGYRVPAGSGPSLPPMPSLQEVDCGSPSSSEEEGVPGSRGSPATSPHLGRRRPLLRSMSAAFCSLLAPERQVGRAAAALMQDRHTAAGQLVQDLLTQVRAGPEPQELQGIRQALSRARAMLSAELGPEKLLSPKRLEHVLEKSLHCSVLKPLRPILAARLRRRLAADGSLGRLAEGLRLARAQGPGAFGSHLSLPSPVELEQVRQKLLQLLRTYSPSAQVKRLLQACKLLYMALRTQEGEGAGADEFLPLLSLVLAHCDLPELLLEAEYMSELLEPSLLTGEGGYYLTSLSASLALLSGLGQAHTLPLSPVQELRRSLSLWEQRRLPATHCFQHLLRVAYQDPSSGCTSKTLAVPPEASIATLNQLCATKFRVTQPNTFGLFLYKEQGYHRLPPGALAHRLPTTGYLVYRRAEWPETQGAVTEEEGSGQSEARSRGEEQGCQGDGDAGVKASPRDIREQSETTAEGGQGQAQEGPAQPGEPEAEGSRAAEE
bovine MsrA act: activators of bovine methionine sulfoxide reductase A | purified bovine MsrA, absorbance read-out | activation, % at 10.6 µM | 360,000 tested, 0.3% active | AID 602163; in the data active = activation above about 7.5%;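 also: 0% = vehicle and 100% = reference activator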
FAS-TE inh: blocks the thioesterase domain of human fatty acid synthase | recombinant FAS-TE, OMFH fluorogenic substrate, fluorescence endpoint | 360,000 tested, 0.67% active | AID 602261 | inhibition, % at 15 µM | P49327;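 active = compounds whose normalised, plate-corrected inhibition of enzyme fluorescence in the single-dose primary screen is 50% or more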;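 also: 0% = DMSO with enzyme and 100% = substrate without enzyme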
CendR NRP1 mod: alters CendR peptide binding to human NRP-1; inhibition, % at 25 µM; FAM-RPARPAR peptide binding to NRP-1, fluorescence polarization; O14786; 360,000 tested, 0.85% active;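 active = inhibition or corrected inhibition above about 18%, plus a signal ratio from 0.5 to 1.5, limit read from the data, passing the limit was not always enough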; also: strong numbers were not always called active
Active calls of the source: *; i = inactive; . = not tested or not shown.

A first look (two entries):
Below each compound – SKN-1 inh	Neddylation inh	MsrA inhibitor	MT1-MMP act inh	E coli Lon inh	Rin1-Abl PPI inh	bovine MsrA act	FAS-TE inh	CendR NRP1 mod
Cc1ccnc(NC(=O)Cn2c(=O)oc3cc(S(=O)(=O)N4CCCC4)ccc32)c1
→ -16	i	1.1	-3	-5	2	-2	-7	0
O=[N+]([O-])c1cc2oc3c(c2c(C=NCc2ccncc2)c1O)CCCC3
→ 1	i	.	-5	-21	4	2	5	16

Results, previewed entries included:
Below each compound – SKN-1 inh	Neddylation inh	MsrA inhibitor	MT1-MMP act inh	E coli Lon inh	Rin1-Abl PPI inh	bovine MsrA act	FAS-TE inh	CendR NRP1 mod
Cc1ccnc(NC(=O)Cn2c(=O)oc3cc(S(=O)(=O)N4CCCC4)ccc32)c1
→ -16	i	1.1	-3	-5	2	-2	-7	0
O=[N+]([O-])c1cc2oc3c(c2c(C=NCc2ccncc2)c1O)CCCC3
→ 1	i	.	-5	-21	4	2	5	16
COc1cccc(-c2nn(-c3ccccc3)cc2CN(C)Cc2ccno2)c1
→ 14	i	2.0	2	6	4	-11	17	2
Cc1nc(C(=O)O)cc([N+](=O)[O-])c1C
→ 14	i	-1.0	-1	4	1	-3	-6	3
Cc1cccc(N2CCN(C(=O)COc3noc4nc(C)cc(C)c34)CC2C)c1 (configuration not stated)
→ -1	i	-0.9	3	-2	-1	-1	7	4
O=C1C(=O)N(CCN2CCOCC2)C(c2cccc(Cl)c2)/C1=C(\O)c1ccc2c(c1)OCCO2 (configuration not stated)
→ -7	i	2.4	-1	-12	-55	-2	-1	11
CCC(=O)N1c2ccc(S(=O)(=O)CCC(=O)NCc3cccs3)cc2CC1C (configuration not stated)
→ 43*	i	1.2	1	8	-1	2	-2	8
C(=C\CSc1ncn[nH]1)/CSc1ncn[nH]1
→ 19	i	-0.3	-6	3	-1	-1	-2	5
CCOC(=O)c1nn(-c2ccc(F)cc2)c(=O)cc1OCC(=O)Nc1ccc(OCC)cc1
→ -4	i	-0.7	1	-8	2	-1	4	-1
COc1ccc(C2=NOC(C(=O)NC3CCCCC3)C2)cc1OC (configuration not stated)
→ 3	i	-1.6	-5	0	0	-2	-3	4
C[C@H]1COC(=O)[C@H](Cc2ccc(F)cc2)C/C=C\C[C@H](CC(=O)N(CCO)Cc2ccccc2)C(=O)N1
→ 5	i	-0.4	1	3	1	3	-8	12
Cc1ccc(NC(=O)CNC(=O)c2ccc(C)o2)cc1
→ 16	i	-0.1	-6	-3	1	0	-3	-10
Cc1cc(C(F)(F)Cl)n2ncc(-c3ccccn3)c2n1
→ 15	i	1.9	2	4	-1	-2	-2	1
Cc1cc(C)nc(SCC(=O)NC2CCCC2)n1
→ -3	i	2.2	-1	-3	0	-3	-6	-14
CCN(CC)S(=O)(=O)c1ccc(C)c(NC(=S)N2CCN(c3ccccn3)CC2)c1
→ 6	i	-0.7	10	10	1	-1	-3	0
O=C(NCCCN1CCOCC1)C1CC(=O)N(C2CCCCC2)C1 (configuration not stated)
→ -21	i	1.2	0	5	-1	-5	-4	-11
S=c1[nH]nc(-c2ccccn2)n1/N=C/c1ccc(-c2ccccc2Br)o1
→ 4	i	1.6	.	8	i	1	4	-7
CCN(Cc1nc2ccccc2c(=O)[nH]1)Cc1nc2cc(OC)c(OC)cc2c(=O)[nH]1
→ -7	i	0.6	-2	6	0	1	-4	-6
Cc1ccc(Cl)cc1NC(=O)c1cc(NC(=O)CCCC(=O)O)ccc1N1CCCCC1
→ -6	.	-0.4	2	-4	1	-2	13	-8
O=C(O)C(Cc1ccccc1)N1CCS(=O)(=O)CC1 (configuration not stated)
→ -5	i	1.4	1	-7	1	-3	-5	3
CC(=O)NC(c1ccccc1)c1nc(-c2ccc(F)c(Cl)c2)cs1 (configuration not stated)
→ 3	i	-0.5	1	-4	0	-2	24	1
Cc1ccc(NC(=O)CN2C(=O)N/C(=C/c3ccc4c(c3)OCCO4)C2=O)cc1
→ 16	i	0.8	0	-7	-4	-6	-4	3
COc1c(Cl)cc(-c2noc(C)c2C(=O)NCc2ccccc2)cc1Cl
→ 11	i	0.9	0	-2	1	-2	25	-3
Cc1cc(C)nc(NS(=O)(=O)c2ccc(NC(=O)c3nn(-c4ccccc4)ccc3=O)cc2)n1
→ 8	i	-0.2	3	1	-3	14*	-4	7
COc1ccc(-c2nc(N3CCCCCC3)sc2C(=O)c2ccccc2)cc1
→ -5	i	0.1	0	-5	3	-6	23	0
O=C(N/N=C\C=C\c1ccco1)C1COc2ccccc2O1 (configuration not stated)
→ 16	i	3.4	0	-2	3	-3	-3	-22
O=C(CCc1nnc(C2CCCCC2)o1)N1CCC(Oc2cccnc2)CC1
→ 5	i	-0.8	-4	3	8	-1	-2	-13
COc1ccc(/C=C/c2nnc(NC(=O)CSc3ccc(Cl)cc3)s2)cc1
→ 1	.	0.5	2	-5	2	-3	-7	-11
COC(=O)c1sccc1NC(=O)CC1C(=O)NCCN1C(=O)Nc1ccc(C(F)(F)F)cc1 (configuration not stated)
→ 12	i	-0.6	4	9	-1	-3	13	-4
CCN1C=CC(=C2C(=O)c3ccccc3C2=O)C=C1
→ -11	i	1.5	3	0	-9	-15	-12	6
OC(c1ccc(-c2ccccc2)cc1)c1ncc(-c2ccc(F)cc2)[nH]1 (configuration not stated)
→ 10	i	-1.7	6	-3	0	-7	15	-7
O=C(NCc1cccc(C(F)(F)F)c1)c1[nH]c(C(F)(F)F)nc1-c1ccccc1
→ -5	i	.	1	-1	2	-11	1	3
CC(=O)Nc1ccc(NC(=O)CSC2=NS(=O)(=O)c3cc(Cl)ccc3N2)cc1
→ 6	i	-1.1	2	-3	-1	3	-4	8
O=C(CSc1ncc(-c2ccccc2)n1-c1ccccc1)NCc1ccco1
→ 9	i	-0.5	-1	-2	0	3	10	3
CCC(CC)C(=O)Nc1ccc([N+](=O)[O-])cn1
→ 14	i	2.4	9	-10	0	-7	-1	-2
Cc1ccn2cc(CNC(=O)c3cccs3)nc2c1
→ 7	i	0.7	-4	5	-2	0	-4	-11
CN1CCC(N2CCN(C3CN(Cc4cn(Cc5ccc(F)cc5)nn4)S(=O)(=O)C3)CC2)CC1 (configuration not stated)
→ 9	i	-2.0	2	-7	.	-3	-16	-3
CC(=O)NC1=NN(C(C)=O)C(C)(CS(=O)(=O)c2ccc3ccccc3c2)S1 (configuration not stated)
→ 18	i	-0.2	-1	3	-1	1	-4	21
O=C(Cc1ccc(Cl)cc1)NC1CC1
→ 4	i	-1.1	1	-8	-1	-2	-7	0
COc1cc(CNc2nnnn2C)cc(OC)c1OC
→ 2	i	-0.2	1	-3	1	-2	-5	13

Retrieved by compound from the entries so far, 2 records:
Below each compound – SKN-1 inh	Neddylation inh	MsrA inhibitor	MT1-MMP act inh	E coli Lon inh	Rin1-Abl PPI inh	bovine MsrA act	FAS-TE inh	CendR NRP1 mod
CC(=O)NC(c1ccccc1)c1nc(-c2ccc(F)c(Cl)c2)cs1 (configuration not stated)
→ 3	i	-0.5	1	-4	0	-2	24	1
OC(c1ccc(-c2ccccc2)cc1)c1ncc(-c2ccc(F)cc2)[nH]1 (configuration not stated)
→ 10	i	-1.7	6	-3	0	-7	15	-7

(next part)
Below each compound – SKN-1 inh	Neddylation inh	MsrA inhibitor	MT1-MMP act inh	E coli Lon inh	Rin1-Abl PPI inh	bovine MsrA act	FAS-TE inh	CendR NRP1 mod
Cc1ccc(NCC(=O)NNC2=NCCC2)c(C)c1
→ 3	i	0.1	3	4	-2	-11	-8	-4
Cc1ccc(NCc2nc3ccccc3n2C)cc1
→ 13	i	-1.1	5	-2	3	-1	-6	16
O=[N+]([O-])c1cc(S(=O)(=O)NC2=NCCCCC2)ccc1Cl
→ 17	i	0.4	6	-9	0	-1	5	4
O=C(NCC1CCCO1)c1ccc(NC(=O)c2ccc([N+](=O)[O-])cc2)cc1 (configuration not stated)
→ -10	i	0.6	8	-16	1	-10	0	0
CCOc1ccc(Br)cc1CN(CC)CC
→ -2	i	-0.4	-3	7	2	0	-5	-13
O=C(NCc1cccs1)C(=O)NCC1OCCCN1S(=O)(=O)c1ccccc1 (configuration not stated)
→ 2	i	-1.9	-2	-4	-1	-3	-5	4
COc1cc(-c2nc(=S)[nH][nH]2)cc(OC)c1OC
→ 11	i	-0.9	4	5	2	8.1*	-6	7
COC(=O)c1[nH]c2ccc(Cl)cc2c1NC(=O)CCN1CCOCC1
→ 10	i	-0.1	2	-1	-1	-3	-3	0
CCOC(=O)c1cc2n(c1N)-c1ccccc1C2=O
→ -5	i	0.6	-44	4	-8	-1	-16	30*
COc1cccc(CNC(=O)Cn2c(=O)n(CCC(=O)N3CCCCC3)c(=O)c3sccc32)c1
→ 17	i	0.3	1	3	0	1	-6	9
S=C(NCCc1ccccc1)NC1CCC(NC(=S)NCCc2ccccc2)CC1 (configuration not stated)
→ 5	i	-1.3	4	7	-5	-1	2	-2
O=S1(=O)CCC(N2CCOCC2)C1 (configuration not stated)
→ 0	i	0.6	3	-4	-2	-3	-4	-15
C=CCOc1ccc(CNc2ccc(NC(=O)CC(C)C)cc2)cc1OC
→ 10	i	0.3	-3	-3	1	4	-3	-2
COc1cc(C(=O)N2CCC(N3CCCCCC3)CC2)cc(OC)c1OC
→ 7	i	-1.9	5	-11	-3	-1	-7	3
O=C(O)c1c2c(nc3ccc(S(=O)(=O)N4CCC(C(=O)NCc5ccccc5Cl)CC4)cc13)CCCC2
→ 11	i	0.9	-4	-3	1	-2	-6	-6
COc1ccc(NC(=O)CCN2CC(C)OC(C)C2)c(OC)c1 (configuration not stated)
→ 14	i	1.4	3	-4	4	0	-6	-6
O=C(Cc1cccc2ccccc12)NC(=S)Nc1cccc(C(=O)O)c1
→ 5	i	-0.2	3	0	-4	-1	1	10
Cc1ccc(C2=CC(c3ccc(C)cc3)n3ncnc3N2)cc1 (configuration not stated)
→ 7	.	0.1	-19	9	2	-4	3	8
C=CCNC(=O)Nc1ccc(F)c(Cl)c1
→ 17	i	-1.3	-2	2	1	-3	-2	2
CCCS(=O)(=O)C(=C1NCCO1)S(=O)(=O)CCC
→ -13	i	1.3	2	0	1	-3	-4	8
CCOc1ccc(NC(=O)COC(=O)Cn2cnc3ccccc32)cc1
→ 14	i	-1.6	-2	-5	2	-3	-10	7
Cc1nc(CS(=O)(=O)c2ccccn2)sc1C(=O)NNC(=O)c1ccc(Cl)cc1
→ 12	i	1.5	4	-4	2	-1	2	1
c1ccc2c(c1)COC(CNC1CCCCC1)OC2
→ -1	i	0.6	2	1	1	-9	-4	-3
Cn1c(C(=O)N2CCN(Cc3ccccc3)CC2)cc2c(=O)n(C)c3ccccc3c21
→ -3	i	0.0	4	-11	0	-4	0	-2
COc1ccc(NC(=O)c2cccc(N3C(=O)C4C5C=CC(C5)C4C3=O)c2)c(OC)c1 (configuration not stated)
→ 4	i	-1.1	2	-5	-4	-1	-3	2
CC(=O)c1ccc(OCc2cn(CC(=O)c3ccc(O)cc3)nn2)cc1
→ -6	i	0.9	-1	-7	1	-5	-5	-12
CCCCC(=O)NNC(=S)NC(=O)C(c1ccccc1)c1ccccc1
→ 1	i	0.1	-5	-4	-1	1	2	16
CCOC(=O)[C@]12CCCC=C1N(Cc1cccc3ccccc13)C(=O)[C@H](CC(=O)N1CCC(c3ccccc3)CC1)C2
→ 8	i	0.7	-6	-2	.	-3	31	7
CCOc1ccc(S(=O)(=O)NC(=O)c2ccccc2)cc1
→ 1	i	0.2	3	-11	1	-4	-3	6
NNC(=O)CNC(c1ccccc1)c1cc(Br)ccc1N (configuration not stated)
→ -2	i	-0.2	4	1	4	-10	-3	-1
CCOC(=O)C1CCN(C2CCN(C(=O)c3oc4c(C)c(C)ccc4c3C)CC2)CC1
→ -1	i	-0.4	-8	-28	4	-2	-9	-63
Cc1cc(C)nc(Nc2ccccc2F)n1
→ -7	i	-0.1	2	1	-4	-3	-6	1
O=[N+]([O-])c1ccccc1S(=O)(=O)N1CCN(C2CCN(Cc3ccccc3)CC2)CC1
→ 11	i	0.0	1	4	-1	-4	-7	15
CCC(=O)NCCCOc1ccccc1
→ 4	i	-0.2	-2	13	-3	-4	-8	-10
